Compound activity deposited in PubChem BioAssay by several laboratories.
Rab2 wt GTP: changes GTP binding to wildtype dog Rab2A, up or down | P61105 | GST-Rab2 wt beads, Bodipy-GTP binding, flow cytometry | GTP binding activity, % at 10 µM | 0.19% of 190,000 active | AID 760;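 active = GTP binding activity at least 20 points away from 100%, either lowered or raised; inconclusive = signal likely due to the compound's own green fluorescence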;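 also: 0% = beads with excess unlabeled GTP and 100% = no-compound control corrected for plate trend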
Mcl1-Bid inh: Mcl-1/Bid interaction inhibition | Q07820 | 0.97% of 220,000 active | inhibition, % at 21.7 µM | TR-FRET Mcl-1/Bid-Dy647 peptide binding, 1536-well;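 active = compounds that cut the binding signal by more than half at the single screening dose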;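 also: His-tagged Mcl-1 with europium anti-His antibody binding Bid BH3 peptide; 0% = Mcl-1 plus peptide wells and 100% = peptide-only wells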
Target sequence (Q07820 whole entry, looked up): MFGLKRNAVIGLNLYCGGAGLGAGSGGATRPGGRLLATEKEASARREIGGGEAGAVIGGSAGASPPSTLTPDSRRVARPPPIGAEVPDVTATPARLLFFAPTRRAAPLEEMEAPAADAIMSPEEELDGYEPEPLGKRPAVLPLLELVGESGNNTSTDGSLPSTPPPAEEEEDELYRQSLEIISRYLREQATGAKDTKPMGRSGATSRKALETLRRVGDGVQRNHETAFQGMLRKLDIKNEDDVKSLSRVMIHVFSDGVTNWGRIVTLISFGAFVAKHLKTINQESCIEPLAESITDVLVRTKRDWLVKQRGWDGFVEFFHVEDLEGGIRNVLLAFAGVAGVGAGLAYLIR
GSH bead fluor: GSH bead compound fluorescence profile. GSH beads flow cytometry, compound fluorescence 488/530 nm; active compounds read high. fluorescence (KMESF) at 10 µM. 0.25% of 190,000 active; in the data active = fluorescence above about 89;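 also: glutathione beads carrying GST-tagged Bcl family fusion proteins plus one bare bead set; values are compound well signal with DMSO vehicle wells as background; inactives centre near 16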
Pf gamet viab: kills late stage P. falciparum gametocytes | 0.065% of 150,000 active | inhibition, % at 10.9 µM | AID 743093 | P. falciparum stage V gametocytes, ATP luminescence, 24 h;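 active = inhibition above the mean plus 3 SD of compounds within the control limits, set per campaign, cut at about 38% in these data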;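 also: 0% = DMSO wells and 100% = medium only without gametocytes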
HRas wt GTP bind: changes GTP binding to wildtype human HRas; P01112; GST-Ras wt beads, Bodipy-FL-GTP binding, flow cytometry; actives lie on both sides; GTP binding activity, % at 10 µM; 0.14% of 190,000 active; AID 759;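 active = GTP binding activity at least 20% away from the 100% baseline, either lowered as inhibitor or raised as activator; inconclusive = flagged as likely green fluorescent, judged across all proteins in the well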;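 also: 0% = unlabeled GTP competition control and 100% = no-compound control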
Target sequence (P01112 whole entry, looked up): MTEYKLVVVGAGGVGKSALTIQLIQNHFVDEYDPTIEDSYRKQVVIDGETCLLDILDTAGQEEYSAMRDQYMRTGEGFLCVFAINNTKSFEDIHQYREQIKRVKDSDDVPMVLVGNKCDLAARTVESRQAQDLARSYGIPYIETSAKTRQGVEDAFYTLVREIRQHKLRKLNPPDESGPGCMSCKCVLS
Rab7 wt modul: modulators of GTP binding to dog Rab7 wildtype GTPase. GST-Rab7 beads, fluorescent GTP binding, flow cytometry; actives lie on both sides; untreated = 100%, excess cold GTP = 0%. GTP binding activity (percent of control), % at 10 µM. 0.055% of 190,000 active;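 active = fluorescent GTP binding to Rab7 beads changed by at least 20 points from the 100% baseline, either direction, mostly lower; inconclusive = compound itself probably fluorescent, or too few beads counted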;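 also: median green fluorescence of bound Bodipy-FL-GTP per Rab7 bead population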
Rac1 wt modul: human Rac1 wildtype GTP binding, inhibitors and activators; P63000; GST-Rac1 beads, fluorescent GTP binding, flow cytometry; actives lie on both sides; 0 = cold GTP competed, 100 = untreated; GTP binding activity (% of control), % at 10 µM; 0.27% of 190,000 active; AID 757;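 active = GTP binding activity at least 20 points away from the 100% control level, either lower or higher; inconclusive = compound flagged as likely green fluorescent, judged across all proteins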
Avidin fluor: compound fluoresces at 488/530 nm on avidin beads. fluorescence (KMESF) at 10 µM. 0.38% of 220,000 active. compound fluorescence 488/530 nm, flow cytometry; active compounds read high; in the data active = fluorescence above about 47; also: inactives centre near 10
Mcl1-Noxa inh: Mcl-1/Noxa interaction inhibition; TR-FRET Mcl-1/Noxa peptide binding, 2 h; 1.5% of 220,000 active; Q07820; AID 1022; inhibition, % at 21.7 µM;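 active = compounds that cut the protein-peptide binding signal by more than 50% relative to plate controls in a single-dose test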;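 also: His-tagged Mcl-1 with rhodamine Noxa BH3 peptide and terbium anti-His antibody; 0% = Mcl-1 plus Noxa peptide wells and 100% = peptide-only wells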
Rac1 act GTP bind: modulators of GTP binding to human Rac1 activated mutant; GST-Rac1 activated beads, fluorescent GTP binding, flow cytometry; actives lie on both sides; 100% means binding = to untreated wells; percent activity (GTP binding), % at 10 µM; 0.11% of 190,000 active; AID 764;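 active = GTP binding at least 20 percentage points away from the 100% baseline, in either direction, so actives lie on both sides; inconclusive = Compound likely fluorescent itself, or too few beads counted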
Cdc42 wt GTP: changes GTP binding to wildtype human Cdc42. P60953. 0.2% of 190,000 active. GST-Cdc42 beads, Bodipy-GTP binding, flow cytometry; actives lie on both sides. percent activity (GTP binding), % at 10 µM. AID 761;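 active = percent activity GTP binding at least 20 points away from the 100% baseline, either down as inhibitor or up as activator; inconclusive = compound flagged as likely green fluorescent from well-wide comparison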;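 also: median bead fluorescence of bound Bodipy-FL-GTP at 100 nM; 0% = excess unlabeled GTP control and 100% = no compound control; below 100% means less GTP binding so inhibitor and above means activator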
Target sequence (P60953 whole entry, looked up): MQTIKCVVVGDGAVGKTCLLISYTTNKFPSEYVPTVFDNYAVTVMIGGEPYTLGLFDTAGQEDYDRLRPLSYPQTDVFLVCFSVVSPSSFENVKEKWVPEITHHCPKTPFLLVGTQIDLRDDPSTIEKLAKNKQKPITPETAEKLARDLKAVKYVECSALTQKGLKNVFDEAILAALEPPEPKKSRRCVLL
The depositor's hits bear a star; ? = inconclusive; . = not tested or not shown.

SMILES | Rab2 wt GTP | Mcl1-Bid inh | GSH bead fluor | Pf gamet viab | HRas wt GTP bind | Rab7 wt modul | Rac1 wt modul | Avidin fluor | Mcl1-Noxa inh | Rac1 act GTP bind | Cdc42 wt GTP
CC(=O)Nc1ccc(C(C#N)c2ccccc2)cc1 (centres undefined) | 95 | -20 | 10 | -5 | 96 | 97 | 97 | 11 | -6 | 95 | 97
Cn1c(CN2CCCCC2)nc2cc(NC(=O)c3ccccc3)ccc21 | 96 | -28 | 29 | 6 | 99 | 97 | 99 | 12 | -13 | 96 | 98
CCOc1ccc(NC(=O)CCCOc2cc(=O)n(C)c3ccccc23)cc1 | 101 | 2 | 22 | . | 100 | 99 | 104 | 21 | 3 | 101 | 102
CN(C1=NC(=O)C(CC(=O)O)S1)c1ccc(O)cc1 (centres undefined) | 95 | -20 | 9 | . | 95 | 96 | 99 | 21 | 20 | 96 | 97
Nc1ccc(-c2cc(N)n(-c3ccccc3)n2)cc1 | 107 | -4 | 6 | . | 105 | 110 | 104 | 8 | 34 | 97 | 103
CCCS(=O)(=O)N1CCC(C(=O)N2CCCC2)CC1 | 99 | -17 | 26 | . | 100 | 98 | 101 | 11 | 8 | 98 | 100
CCCCOC(=O)c1ccc(NC(c2ccc(C)cc2)P(=O)(OC)OC)cc1 (centres undefined) | 101 | -3 | 6 | -9 | 104 | 99 | 105 | 3 | 15 | 105 | 99
CCCN(C(=O)c1ccco1)c1nnc(-c2cccc(C)c2)s1 | 98 | 2 | 12 | -24 | 99 | 106 | 98 | 11 | 1 | 97 | 97
CCOC(=O)c1cc2sccc2n1CCCN1C(=O)c2ccccc2C1=O | 104 | -8 | 37 | -8 | 103 | 105 | 106 | 17 | -9 | 99 | 101
Cc1noc(C)c1S(=O)(=O)Nc1ccc(C(=O)N2CCC(C)CC2)cc1 | 97 | -2 | 9 | . | 96 | 94 | 95 | 11 | -1 | 95 | 96
COc1ccc(-c2nsc(SCC(=O)NCC3CCCO3)n2)cc1 (centres undefined) | 97 | -32 | 12 | . | 95 | 97 | 102 | 26 | -9 | 96 | 92
COC(C(=O)Nc1cccc([N+](=O)[O-])c1)c1ccccc1 (centres undefined) | 100 | -3 | 12 | 6 | 98 | 104 | 99 | 9 | 12 | 93 | 98
c1ccc(C(c2ccccc2)N2CCN(c3nc4ccccc4n4cnnc34)CC2)cc1 | ? | 7 | 11 | -7 | ? | ? | ? | 37 | 12 | ? | ?
CN(C)c1nc(OCCNC(=O)Nc2ccccc2)nc(N2CCOCC2)n1 | 97 | -5 | 5 | . | 99 | 96 | 100 | 10 | 18 | 98 | 101
C/C(CC(=O)Nc1cccc(Cl)c1Cl)=N\NC(=O)c1ccccc1C | 97 | -6 | 12 | 1 | 99 | 94 | 102 | 8 | -15 | 98 | 102
Cn1nc(C(=O)NCc2cccs2)c2ccccc2c1=O | 99 | -12 | 4 | -13 | 99 | 100 | 103 | 13 | 7 | 101 | 98
Cc1nnc(NC(=O)C(C)Oc2ccc3c(C)cc(=O)oc3c2)s1 (centres undefined) | 101 | 6 | 33 | -9 | 101 | 99 | 103 | 14 | 27 | 99 | 103
CC(C)CCn1nnnc1C(c1ccccc1)N1CCC(C(N)=O)CC1 (centres undefined) | 106 | -15 | 15 | 9 | 104 | 104 | 110 | 11 | 3 | 102 | 108
CCC(=O)Nc1sc2c(c1C#N)CC(C)(CC)OC2 (centres undefined) | 98 | -7 | 23 | -19 | 100 | 102 | 102 | 5 | -7 | 99 | 100
Cc1coc(C)c1C(=O)CC1(O)C(=O)N(Cc2ccccc2)c2ccccc21 (centres undefined) | 94 | -14 | 26 | -6 | 97 | 94 | 94 | 20 | 1 | 94 | 98
CCOC(=O)c1[nH]c2ccc(OC)cc2c1NC(=O)C(C)N1CCC2(CC1)OCCO2 (centres undefined) | 94 | -10 | 25 | . | 97 | 97 | 97 | 26 | -17 | 98 | 95
Cc1cc(C)c(CSc2ncnc3nc[nH]c23)c(C)c1 | 95 | -29 | 16 | -8 | 101 | 99 | 102 | 11 | 14 | 92 | 95
Nc1nnc(SCC(=O)c2ccc3c(c2)NC(=O)CO3)s1 | 98 | -63 | 16 | 16 | 97 | 104 | 94 | 6 | 14 | 95 | 93
O=C(O)c1ccc(NS(=O)(=O)/C=C/c2ccccc2)cc1 | 104 | -31 | 35 | 4 | 103 | 106 | 106 | 15 | 8 | 100 | 100
CCOC(=O)C1C(=O)C=C(c2ccc(C)cc2)CC1c1ccccc1 (centres undefined) | 97 | 7 | 10 | . | 94 | 100 | 95 | 14 | 0 | 95 | 94
COc1cc(OC)c(OC)cc1/C=N/NC(=O)c1cccc(S(=O)(=O)N2CCOCC2)c1 | 94 | -12 | 11 | -5 | 98 | 97 | 102 | 10 | 7 | 100 | 99
COc1ccc(-c2nc(C#N)c(NCCN(C)C)o2)cc1 | 101 | -17 | 16 | . | 101 | 100 | 107 | 25 | -10 | 101 | 101
COc1ccc(CNC(=O)CN(c2cccc(OC)c2)S(C)(=O)=O)cc1 | 93 | -39 | 49 | 1 | 94 | 91 | 97 | 6 | -3 | 96 | 95
COc1ccccc1NC(=O)c1cccc(S(=O)(=O)N2CCOCC2)c1 | 99 | 7 | 55 | 29 | 100 | 99 | 100 | 2 | 1 | 97 | 99
O=C(NCc1cccs1)C1CC(=O)N(c2ccccc2)C1 (centres undefined) | 104 | -2 | 22 | 19 | 106 | 99 | 105 | 12 | -8 | 101 | 105

Some of the entries above in a different format:
Structure: COc1ccccc1NC(=O)c1cccc(S(=O)(=O)N2CCOCC2)c1
- Rab2 wt GTP: 99
- Mcl1-Bid inh: 7
- GSH bead fluor: 55
- Pf gamet viab: 29
- HRas wt GTP bind: 100
- Rab7 wt modul: 99
- Rac1 wt modul: 100
- Avidin fluor: 2
- Mcl1-Noxa inh: 1
- Rac1 act GTP bind: 97
- Cdc42 wt GTP: 99
Structure: Nc1nnc(SCC(=O)c2ccc3c(c2)NC(=O)CO3)s1
- Rab2 wt GTP: 98
- Mcl1-Bid inh: -63
- GSH bead fluor: 16
- Pf gamet viab: 16
- HRas wt GTP bind: 97
- Rab7 wt modul: 104
- Rac1 wt modul: 94
- Avidin fluor: 6
- Mcl1-Noxa inh: 14
- Rac1 act GTP bind: 95
- Cdc42 wt GTP: 93

(further entries)
SMILES | Rab2 wt GTP | Mcl1-Bid inh | GSH bead fluor | Pf gamet viab | HRas wt GTP bind | Rab7 wt modul | Rac1 wt modul | Avidin fluor | Mcl1-Noxa inh | Rac1 act GTP bind | Cdc42 wt GTP
O=C(CSc1cccc[n+]1[O-])N1CCCc2ccccc21 | 97 | -15 | 15 | -5 | 95 | 90 | 96 | 9 | -13 | 98 | 96
O=C(CN1CCCCC1)Nc1ccc(F)c(Cl)c1 | 100 | -30 | 22 | 21 | 101 | 97 | 108 | 34 | 12 | 99 | 104
O=C(c1cc2c(s1)CCC2)N1CCN(c2ccccc2)CC1 | 101 | -17 | 18 | . | 103 | 104 | 103 | 7 | 50 | 101 | 104
CC1CCC(NC(=O)C2CC(=O)N(c3ccc4c(c3)OCCO4)C2)CC1 (centres undefined) | 96 | -16 | 12 | 8 | 99 | 103 | 99 | 13 | 7 | 97 | 95
O=C(CSc1ncnc2c1cnn2CCO)Nc1cccc(C(F)(F)F)c1 | 99 | -23 | 8 | . | 100 | 104 | 101 | 4 | 6 | 99 | 99
Cc1cc(C(=O)C(C)OC(=O)C2=NNC(=O)CC2)c(C)n1-c1ccc(OC(F)F)cc1 (centres undefined) | 100 | -30 | 31 | . | 98 | 100 | 102 | 5 | 2 | 98 | 99
CC1CSc2ccccc2NC1=S (centres undefined) | 97 | -33 | 16 | -11 | 97 | 97 | 102 | 7 | 23 | 98 | 98
O=C(CCCCl)NC1=NN(c2ccccc2)C(=O)C1 | 101 | 0 | 17 | -18 | 103 | 100 | 103 | 14 | 21 | 100 | 104
O=C1c2ccccc2NC2CCCCCN12 (centres undefined) | 102 | -33 | 26 | . | 100 | 99 | 102 | 30 | 3 | 99 | 103
O=C(O)C1C2C=CC(O2)C1C(=O)Nc1ccc(S(=O)(=O)Nc2ccccc2)cc1 (centres undefined) | 102 | -1 | 25 | . | 105 | 104 | 102 | 16 | 33 | 98 | 103
Cc1ccc(NC(=O)COC(=O)c2ccc([N+](=O)[O-])s2)c(C)c1 | 97 | -1 | 10 | 12 | 99 | 98 | 105 | 19 | 12 | 100 | 102
CCCOc1ccc(N2C(=O)CC(NCCNc3ccc(S(=O)(=O)CC)cc3)C2=O)cc1 (centres undefined) | 97 | -34 | 40 | -12 | 98 | 96 | 102 | 10 | 1 | 96 | 98
COc1ccc(CN(C)CC(=O)NC(C)c2ccccc2)c(OC)c1 (centres undefined) | 95 | 56* | 6 | 18 | 95 | 98 | 99 | 6 | -24 | 96 | 94
COc1cc2c(cc1OC)CN(C(=O)C1(c3ccccc3)CC1)CC2 | 101 | -31 | 10 | -13 | 101 | 103 | 105 | 22 | -13 | 95 | 102
CCc1ccc2[nH]c3nc(C)cc(C)c3c(=O)c2c1 | 99 | -22 | 5 | 2 | 98 | 98 | 98 | 12 | -8 | 98 | 99
CCN1CCN(c2ccc(N=Cc3ccc(O)cc3O)cc2)CC1 | 94 | -51 | 22 | 6 | 96 | 97 | 98 | 11 | 15 | 96 | 97
CCN(CC)CCN1C(=O)C(O)=C(C(=O)c2ccco2)C1c1ccccn1 (centres undefined) | 101 | 4 | 37 | . | 102 | 100 | 102 | 4 | -16 | 99 | 101
CC(C)NC(=O)C(OC(=O)c1ccccc1)C(OC(=O)c1ccccc1)C(=O)O (centres undefined) | ? | 15 | 12 | . | ? | ? | ? | 35 | 2 | ? | ?
COc1ccc(-c2nc(N)ncc2-c2csc(C)n2)c(O)c1OC | 97 | -23 | 17 | . | 96 | 104 | 101 | 7 | 6 | 94 | 96
CN(Cc1ccccc1)c1ccc(N2C(=O)CCCC2=O)cc1[N+](=O)[O-] | 98 | -18 | 4 | . | 99 | 97 | 99 | 11 | 20 | 99 | 97
COc1ccccc1OCCn1c(=O)oc2ccc(C)cc21 | 95 | -19 | 12 | 2 | 94 | 95 | 95 | 20 | 3 | 94 | 96
O=S(=O)(NC12CC3CC(CC(C3)C1)C2)c1ccc(F)cc1 | 94 | 5 | 40 | . | 97 | 94 | 96 | 11 | 11 | 94 | 96
C=CCn1c(SCc2nc3sc(C(=O)O)c(C)c3c(=O)[nH]2)nnc1-c1ccccc1 | 95 | -6 | 21 | 5 | 94 | 102 | 99 | 11 | 15 | 90 | 98
CC1(CC(=O)N/N=C/c2ccc(-c3ccc(C(=O)O)cc3)o2)OCCO1 | 101 | -24 | 31 | 3 | 103 | 104 | 102 | 19 | 3 | 99 | 101
O=C(COc1ccc(Cl)cc1Cl)Nc1ccccn1 | 99 | -1 | 33 | . | 99 | 99 | 103 | 14 | 8 | 97 | 101
